# Screens (PubChem)
# NR2E3 ag-1: NR2E3 agonists in two-hybrid cells, primary screen, cell-based, luminescence, CHO-S, Gal4-NCOR/VP16-NR2E3. 360,000 compounds, 0.35% hits. Photoreceptor-specific nuclear receptor (Homo sapiens), Q9Y5X4. AID 602229, 2012. luciferase. inhibition of corepressor binding, % at 3.98 µM;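 active means inhibition above the mean of all tested compounds plus 3 SD, cut at about 70% in these data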;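 further: 0% = DMSO with NR2E3 transfected cells and 100% = cells lacking NR2E3 construct; higher means lower luciferase signal from less NR2E3 corepressor binding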
# Target sequence (Q9Y5X4 whole entry, looked up, the tested form may be a part): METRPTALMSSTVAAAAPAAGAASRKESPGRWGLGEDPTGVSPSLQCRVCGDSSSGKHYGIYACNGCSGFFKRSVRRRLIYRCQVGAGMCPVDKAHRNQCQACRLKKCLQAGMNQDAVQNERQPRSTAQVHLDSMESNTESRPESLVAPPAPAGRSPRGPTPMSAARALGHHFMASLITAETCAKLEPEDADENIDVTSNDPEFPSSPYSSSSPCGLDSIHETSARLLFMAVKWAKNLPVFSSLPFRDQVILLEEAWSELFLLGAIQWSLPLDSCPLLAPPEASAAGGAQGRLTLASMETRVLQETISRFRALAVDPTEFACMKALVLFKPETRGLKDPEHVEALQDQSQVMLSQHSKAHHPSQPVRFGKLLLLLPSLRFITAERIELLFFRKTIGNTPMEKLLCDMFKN
# NR2E3 ag-2: inhibitors of NR2E3-RetCOR corepressor binding, primary screen, NR2E3 agonist project, biochemical, TR-FRET, GST-NR2E3, biotin-RetCOR; 1536-well; AID 2300, 2010; Photoreceptor-specific nuclear receptor (Homo sapiens), Q9Y5X4; 320,000 compounds, 0.12% hits; inhibition of corepressor binding, % at 4.78 µM;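 active means percent inhibition above the cutoff of mean plus 3 SD of all tested compounds, set per screening campaign, cut at about 20% in these data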;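 further: 0% = DMSO wells and 100% = biotin wells as full block of FRET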
#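 Material – GST-tagged NR2E3 plus biotinylated RetCOR corepressor · Quantity – NR2E3 fusion 1.35 nM · Times – 5 h incubation at 4 °C · Medium – pH 7.5 Tris-based buffer · Technique – TR-FRET, Eu(K)-anti-GST donor, streptavidin-D2 acceptor, ex 340, em 617/671 nm · Benchmarks – high control biotin, low control 0.6% DMSO · Format – 1536-well plates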
# TRAIL sens C8: viability loss with TRAIL in NB7+C8 cells, primary screen, TRAIL sensitizer project, cell-based, ATPlite luminescence. inhibition (viability loss, TRAIL sensitization), % at 10 µM. 360,000 compounds, 1% hits;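 active means compounds causing at least 50% loss of cell viability in the single-dose screen, relative to plate controls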
# LMP1 NFkB inh: EBV LMP1-driven NF-kappaB luciferase reporter inhibitors, primary screen, cell-based, luminescence, single point; LMP1-induced NF-kappaB luciferase reporter cells; inhibition, % at 12.5 µM; 350,000 compounds, 0.69% hits; AID 504558, 2011; in the data active means inhibition above about 41%;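 further: 0% = neutral control wells and 100% = reference inhibitor control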
# HIF-2a block: HIF-2a reporter inhibitors, primary screen, luminescence, 786-0 RCC cells. 786-0 RCC cells HIF-2a reporter, luciferase luminescence, overnight. inhibition, % at 18.8 µM. 360,000 compounds, 0.72% hits. AID 624352, 2012;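 active means inhibition of the luminescence signal of 40% or more relative to plate controls, in a single-dose primary screen at 18.75 µM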
# Shn3 inh set2: reduction of Shn3 3'UTR firefly luciferase signal, primary screen, Schnurri-3 inhibitor project, cell-based, Clone20 osteoblasts, set 2. Clone20 osteoblast Shn3 3'UTR firefly luciferase, 24 h. inhibition, % at 12.5 µM. 360,000 compounds, 0.52% hits;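 active means mean inhibition of at least 75% with every replicate also reaching 75%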;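 further: 0% = median of neutral control wells and 100% = pilot-screen positive control compound; some compounds past the cut are filed as inactive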
# KKLEB cytotox: cytotoxicity in KKLEB CF airway cells, primary screen, cytotoxicity control for CF NF-kB inhibitor project, cell-based, uHTS, fluorescence assay plates; AID 602141, 2011; activity change (cytotoxicity), % at 5 µM; 360,000 compounds, 0.36% hits; KKLEB CF airway cells viability, ATPlite luminescence, overnight; stronger effect = lower value; cells stimulated with P. aeruginosa culture filtrate;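 active means corrected activity change at or below -50% at 5 µM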
# Peg3 promoter: Peg3 promoter-driven luciferase inhibitors, primary screen, cell-based, HeLa, luciferase luminescence; HeLa PEG-Prom luciferase reporter, overnight; 360,000 compounds, 1.7% hits; inhibition, % at 20 µM; AID 588405, 2011;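 active means inhibition of at least 50% at 20 µM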
# TRPM1 prom inh: inhibitors of MITF-dependent TRPM1 promoter reporter, primary screen, cell-based, SK-MEL-5, single point, luciferase; SK-MEL-5 TRPM1 promoter luciferase, 24 h; inhibition, % at 12.5 µM; 330,000 compounds, 0.83% hits; AID 488899, 2010;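 active means mean inhibition across replicates of 60% or more, whatever share of single replicates reaches that level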; further: values of inactives mirror those of a sister screen read the other way
# iPSC survival up: enhancers of single-cell hiPSC survival, primary screen, ATPlite luminescence. 100% = ROCK inhibitor wells, 0% = DMSO. survival enhancement, % at 20 µM. 360,000 compounds, 0.044% hits. AID 602274, 2012; in the data active means survival enhancement above about 18%;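 further: cells exposed to compounds for 16 hours before the ATP read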
# CF NFkB block: inhibitors of PAF-induced NF-kB signaling, primary screen, cell-based, GFP fluorescence, uHTS; KKLEB NF-kB-GFP reporter, GFP fluorescence overnight; inhibition, % at 5 µM; 360,000 compounds, 0.86% hits;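 active means at least 50% inhibition at 5 µM, scaled per plate between neutral and stimulator controls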;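 further: PAF is a Pseudomonas aeruginosa culture filtrate used as stimulus; plate controls were PAF-stimulated DMSO wells for no effect and unstimulated DMSO wells for full effect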
# An asterisk follows results filed as active; / = no result given; & = joins results of further samples. These rows are one share of the data; the hit share may differ from the screen's.
SMILES,NR2E3 ag-1,NR2E3 ag-2,TRAIL sens C8,LMP1 NFkB inh,HIF-2a block,Shn3 inh set2,KKLEB cytotox,Peg3 promoter,TRPM1 prom inh,iPSC survival up,CF NFkB block
N#Cc1nc(-c2ccccc2F)oc1NCc1cccc2c1OCO2,-40,-1,4,-11,-161,-8,15,-46,7,-1.7,-13
O=C(O)CCC(=O)N(Cc1ccccc1)Cc1ccccc1,-4,1,-9,-12,22,-1,6,7,4,-0.4,-5
O=C(CSc1n[nH]c(=O)[nH]c1=O)N1CCCCCC1,-9,1,-1,-15,3,-1,-7,-3,-7,-0.6,18
CC(C)N1CC2=C(OC(N)=C(C#N)C2c2cccnc2)/C(=C/c2cccnc2)C1 (configuration not stated),-4,6,-12,8,16,-18,0,8,-10,-0.8,9
NC(=S)N/N=C/c1cccc(Br)c1,10,2,-5,3,-7,5,6,27,4,-1.1,-16
CC(C)Cc1ccc(/C=C/C(=O)N2CCOCC2)cc1,-158,1,18,-20,-282,-109,4,-318,-96,-0.2,4
CC(=O)N1CCN(c2ncnc3sc(-c4ccccc4)cc23)CC1,-1,0,6,5,19,16,3,17,-6,3.4,-15
CC(C)c1cc(-c2cc(-c3ccc(Cl)cc3)on2)nc(NC2CCCC2)n1,1,2,11,-9,6,26,4,15,-1,1.2,15
Cc1ccc(C(=O)Nc2nc3nc(-c4ccccc4)cc(=O)n3[nH]2)cc1,-11,4,-9,0,-5,11,6,-7,5,4.1,8
Nc1cc(N)nc(SCc2cc([N+](=O)[O-])cc3c2OCOC3)n1,-16,-2,-2,-3,11,0,-12,18,-4,-0.1,11
Nc1ncnc2c(C3OC(CO)C(O)C3O)scc12 (configuration not stated),100*,/,57*,71*,50*,97*,-15,90*,83*,-4.0,37
O=S(=O)(c1ccccc1)N1CCC(N2CCCCCC2)CC1,-4,-2,7,6,1,-3,-2,7,-3,-0.1,2
COc1ccc(S(=O)(=O)NCCc2cn3nc(C)c(C)nc3n2)cc1,19,2,2,2,12,24,3,15,0,-0.1,-3
O=C(CSc1nc2cc(Cl)ccc2s1)NCC1CCCO1 (configuration not stated),-10,/,-24,-3,-7,-17,6,-1,8,-0.5,-21
CC(=NNC(=O)c1ccc(NS(=O)(=O)c2cccs2)cc1)c1ccc(OCC(N)=O)cc1,-10,/,2,-3,9,-22,-9,-6,-1,1.2,4

# In the list so far, these contain a thiophene ring, fused or not.
SMILES,NR2E3 ag-1,NR2E3 ag-2,TRAIL sens C8,LMP1 NFkB inh,HIF-2a block,Shn3 inh set2,KKLEB cytotox,Peg3 promoter,TRPM1 prom inh,iPSC survival up,CF NFkB block
CC(=O)N1CCN(c2ncnc3sc(-c4ccccc4)cc23)CC1,-1,0,6,5,19,16,3,17,-6,3.4,-15
Nc1ncnc2c(C3OC(CO)C(O)C3O)scc12 (configuration not stated),100*,/,57*,71*,50*,97*,-15,90*,83*,-4.0,37
CC(=NNC(=O)c1ccc(NS(=O)(=O)c2cccs2)cc1)c1ccc(OCC(N)=O)cc1,-10,/,2,-3,9,-22,-9,-6,-1,1.2,4

# Next records.
SMILES,NR2E3 ag-1,NR2E3 ag-2,TRAIL sens C8,LMP1 NFkB inh,HIF-2a block,Shn3 inh set2,KKLEB cytotox,Peg3 promoter,TRPM1 prom inh,iPSC survival up,CF NFkB block
CC1(C)CC(=O)c2c(O)cc(OCC(=O)Nc3ccc(CCO)cc3)cc2O1,-6,3,5,15,-10,30,9,15,-4,0.0,0
COc1cc2c(cc1OC)CN(C1CC(=O)N(c3c(C)cccc3C)C1=O)CC2 (configuration not stated),-35,3,-13,-7,14,2,7,1,-5,0.5,3
Cc1c(NC(=O)COc2ncnc3c(Cl)cc(Cl)cc23)c(=O)n(-c2ccccc2)n1C,-15,0,3,-2,14,5,-3,7,4,-1.3,0
O=C(NNC(=S)Nc1ccc(Br)cc1)c1ccccc1,-38,/,-6,-2,-187,-26,13,-269,-24,-0.3,1
Cc1c(C)n(CC(O)CN2CCN(C)CC2)c2ccccc12 (configuration not stated),-23,-2,-4,60*,5,-12,-2,-4,3,-0.1,15
CCOC(=O)/C(C#N)=C/Nc1ccccc1OC(F)(F)F,-5,5,-4,-1,-11,-11,-2,16,-5,-0.7,21
CC1=C(C(=O)OCc2ccccc2)C(c2ccccn2)c2c(n(C)c(=O)n(C)c2=O)N1 (configuration not stated),16&-7,1,-8&-13,0&-5,18&26,-2&5,-19&-12,17&22,13&-1,0.1&1.7,9&7
CCN(CC)C(=O)C1=C(C)N(CCCN2CCCC2=O)C(=O)C(CC(=O)NCCCN(C)C)C1 (configuration not stated),-19,/,-22,2,0,-9,-6,-6,/,-0.5,5
COc1ccc(CSc2nc3ccccc3c(=O)n2CCCN2CCOCC2)cc1F,9,5,13,5,-17,8,-2,-3,-17,-0.7,24
Cn1cnnc1SCC(=O)Nc1sccc1C#N,0,4,-1,-3,8,-5,-17,1,9,-0.2,23
CCc1nnc(NC(=O)CCC(=O)N2CCN(CCOc3ccc(C)cc3)CC2)s1,-8,0,0,11,13,19,-10,4,11,2.9,-9
CCOP(=O)(OCC)/C(C#N)=C/c1ccc([N+](=O)[O-])cc1,-16,2,-13,13,3,1,2,3,6,0.5,-13
CC(=O)c1ccc(N2CCC(c3cc(-c4ccc(Cl)cc4Cl)n[nH]3)CC2)c([N+](=O)[O-])c1,29,6,3,8,-3,72,-2,21,8,-0.9,-3
CC(=O)c1c(C)[nH]c(C(=O)Nc2nc(-c3ccc(-c4ccccc4)cc3)cs2)c1C,-31,-1,34,23,-73,42,-27,103*,-5,-1.9,78*
COC(=O)C1=C2SCC(=O)N2C(N)=C(C#N)C1,5,0,6,-7,13,-6,-10,10,-8,-0.3,-1

# With a hit mark in TRPM1 prom inh, among the entries above:
SMILES	NR2E3 ag-1	NR2E3 ag-2	LMP1 NFkB inh	HIF-2a block	Shn3 inh set2	Peg3 promoter	TRPM1 prom inh	CF NFkB block
Nc1ncnc2c(C3OC(CO)C(O)C3O)scc12 (configuration not stated)	100*	/	71*	50*	97*	90*	83*	37

# The main list resumes, starting four compounds before the break.
SMILES,NR2E3 ag-1,NR2E3 ag-2,TRAIL sens C8,LMP1 NFkB inh,HIF-2a block,Shn3 inh set2,KKLEB cytotox,Peg3 promoter,TRPM1 prom inh,iPSC survival up,CF NFkB block
CCOP(=O)(OCC)/C(C#N)=C/c1ccc([N+](=O)[O-])cc1,-16,2,-13,13,3,1,2,3,6,0.5,-13
CC(=O)c1ccc(N2CCC(c3cc(-c4ccc(Cl)cc4Cl)n[nH]3)CC2)c([N+](=O)[O-])c1,29,6,3,8,-3,72,-2,21,8,-0.9,-3
CC(=O)c1c(C)[nH]c(C(=O)Nc2nc(-c3ccc(-c4ccccc4)cc3)cs2)c1C,-31,-1,34,23,-73,42,-27,103*,-5,-1.9,78*
COC(=O)C1=C2SCC(=O)N2C(N)=C(C#N)C1,5,0,6,-7,13,-6,-10,10,-8,-0.3,-1
COc1cccc(Nc2nc(C(N)CCc3ccccc3)cs2)n1 (configuration not stated),16,/,21,/,10,7,-30,109*,/,0.7,41
O=C(CCCCn1c(=O)[nH]c2ccccc2c1=O)N1CCN(c2ncccn2)CC1,-31,3,2,-9,5,-4,-5,7,/,-0.8,-22
O=C1CN(C(=O)CNCc2ccccc2)c2ccccc2N1,6,8,11,-5,17,-8,8,7,-2,0.1,-16
CCOc1ccc(NC(=O)C2CCN(S(=O)(=O)c3ccc4c(c3)N(C(C)=O)CCO4)CC2)cc1,-21,3,-1,3,5,15,-9,3,11,-0.4,-2
COc1ccccc1OCCNC(=O)C1CC(=O)N(c2cccc(SC)c2)C1 (configuration not stated),43,1,0,-8,-8,7,2,13,-5,0.1,2
COC(=O)CN(c1cc(Cl)ccc1OC)S(=O)(=O)c1ccc(OC)c(OC)c1,-23,-3,19,11,16,-15,-16,7,4,-0.8,8
COC(=O)c1cc(C(=O)c2cccc(Cl)c2Cl)cn1C,-49,3,6,-9,3,12,5,7,0,-0.6,2
O=C(CC(Nc1ccc(Cl)cc1Cl)C(=O)O)c1ccccc1 (configuration not stated),59,2,25,13,29,20,-1,16,12,0.8,14
CCn1nc(C)c(/C=N\NC(=O)c2cccc(OC)c2)c1C,-48,0,13,-2,-23,-19,-3,-16,-4,-1.3,-4
Cc1sc(NC(=O)Cc2ccc3c(c2)OCO3)nc1-c1ccc2c(c1)CCN2C(=O)c1cccc(F)c1,1,-2,33,23,14,57,8,-14,32,-2.4,-13
CCOC(=O)c1ccccc1NC(=O)CN(c1ccccc1)S(=O)(=O)N(C)C,-7,3,19,-33,9,29,-4,15,0,-0.5,6
Cc1nc2sc(-c3ccccc3)cc2c(=O)n1-n1cccc1,-59,6,16,-58,-261,-32,2,-293,-109,-1.4,-3
C=CCn1c(=O)c2ccccc2n2c(SCc3c(C(=O)OCC)oc4ccccc34)nnc12,0,-4,-2,5,8,16,8,28,-3,-1.5,-14
